RPL19A-GFP yeast: yeast TOR pathway RPL19A-GFP modulation; S. cerevisiae RPL19A-GFP strain, flow cytometry, 3 h; hits give low values; percent response vs DMSO, % at 10 µM; 0.3% of 330,000 active; AID 2025;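 active = percent response vs DMSO below 50%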;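 note: median channel GFP fluorescence of the barcoded RPL19A-GFP strain; ratio of sample median GFP to plate DMSO average so 100% = DMSO; lower means less RPL19A-GFP as with rapamycin TOR inhibition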
MEP2 TOR yeast: yeast TOR pathway MEP2-GFP modulation. S. cerevisiae MEP2-GFP strain, flow cytometry GFP, 3 h; 100% = DMSO control level. GFP response vs DMSO, % at 10 µM. 0.51% of 330,000 active;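 active = GFP response versus DMSO above a set limit, roughly screen mean plus 3 SD, cut at about 180% in these data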;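 note: median GFP fluorescence of the barcode-gated MEP2-GFP cells per well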
AHR act: activates the human aryl hydrocarbon receptor; AHR-responsive luciferase reporter cells, luminescence; AID 2796; P35869; 2.5% of 320,000 active; activation, % at 5 µM; in the data active = activation above about 47%;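 note: 0% = vehicle wells and 100% = reference agonist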
CIT2-GFP yeast: alters CIT2-GFP fluorescence in TOR pathway yeast screen; S. cerevisiae CIT2-GFP strain, flow cytometry, 3 h; 100 means same as DMSO wells; GFP response vs DMSO, % at 10 µM; 0.065% of 320,000 active; AID 2029;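 active = GFP response relative to DMSO above a set limit, near the screen mean plus 3 SD, cut at about 150% in these data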;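 note: ratio of well median GFP fluorescence to mean of DMSO wells on the plate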
procasp3 activ: activates human procaspase-3. P42574. recombinant procaspase-3 D3A, Ac-DEVD-pNA absorbance 405 nm. activation, % at 8.5 µM. 0.11% of 330,000 active. AID 463141;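 active = activation above the mean of all tested compounds plus 3 SD, cut at about 21% in these data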;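 note: 0% = DMSO alone and 100% = DMSO wells spiked with extra 5 µM PC-3 D3A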
Target sequence (P42574 whole entry D9A/D28A/D175A): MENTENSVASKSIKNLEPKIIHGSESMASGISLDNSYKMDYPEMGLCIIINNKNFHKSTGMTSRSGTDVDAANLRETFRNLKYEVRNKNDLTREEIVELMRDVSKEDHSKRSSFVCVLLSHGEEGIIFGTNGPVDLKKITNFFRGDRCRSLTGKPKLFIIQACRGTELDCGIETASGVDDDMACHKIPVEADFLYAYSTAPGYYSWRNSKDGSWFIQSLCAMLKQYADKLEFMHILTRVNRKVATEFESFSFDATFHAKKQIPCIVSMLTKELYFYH
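System: Procaspase-3 D3A mutant. Medium: Zinc-free 300 mM NaCl, 50 mM HEPES, 0.01% Triton X-100. Schedule: 1 h preincubation plus 2 h reaction at 25 °C. Measured by: 405 nm absorbance of p-nitroaniline, reads at 0 and 120 min. Read-out: percent activation relative to control range.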
proCasp7 act: counter-screen for procaspase-3 activators: activators of human procaspase-7 | 0.093% of 330,000 active | recombinant procaspase-7, Ac-DEVD-pNA absorbance 405 nm; D23A/D198A/D206A triple mutant, cannot self-cleave; scale: DMSO 0, 5 µM enzyme 100 | P55210 | activation, % at 8.5 µM;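 active = percent activation above the screen-wide mean plus 3 SD, cut at about 25% in these data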
Target sequence (P55210 whole entry D23A/D198A/D206A): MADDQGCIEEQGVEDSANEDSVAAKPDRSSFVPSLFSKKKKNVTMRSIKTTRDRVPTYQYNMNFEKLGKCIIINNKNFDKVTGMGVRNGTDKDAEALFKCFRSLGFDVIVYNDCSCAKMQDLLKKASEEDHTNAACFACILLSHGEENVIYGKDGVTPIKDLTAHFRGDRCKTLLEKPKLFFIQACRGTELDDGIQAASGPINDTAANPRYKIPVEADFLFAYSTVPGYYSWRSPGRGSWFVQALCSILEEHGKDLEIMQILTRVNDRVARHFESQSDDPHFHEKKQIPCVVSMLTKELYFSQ
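Assay system: Uncleavable procaspase-7 mutant enzyme; Input: 2 µM procaspase-7 mutant as dispensed; Also added: DEVD-pNA substrate; Medium: Zinc-free HEPES pH 7.4 with 300 mM NaCl, 0.01% Triton X-100; Timing: 1 h compound preincubation, 2 h substrate cleavage, 25 °C; Measured by: Epi-absorbance of released pNA at 405 nm, two timepoints.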
AGP1 TOR yeast: yeast TOR pathway AGP1-GFP modulation; GFP response vs DMSO, % at 10 µM; 0.02% of 320,000 active; S. cerevisiae AGP1-GFP multiplex flow cytometry, 3 h; GFP as percent of DMSO wells;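 active = GFP response relative to DMSO above a set limit, near screen average plus 3 SD, cut at about 150% in these data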;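 note: median GFP channel fluorescence of the gated AGP1 strain per well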
LAP4-GFP MLPCN: modulators of TOR pathway LAP4-GFP in S. cerevisiae; S. cerevisiae LAP4-GFP multiplex, flow cytometry GFP, 3 h; median GFP as percent of DMSO wells; 0.34% of 320,000 active; AID 2023; GFP response vs DMSO, % at 10 µM;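 active = GFP response vs DMSO above a set limit, about the screen mean plus 3 SD, cut at about 150% in these data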
Active calls of the source: *; x = not tested or not shown.

SMILES	RPL19A-GFP yeast	MEP2 TOR yeast	AHR act	CIT2-GFP yeast	procasp3 activ	proCasp7 act	AGP1 TOR yeast	LAP4-GFP MLPCN
NS(=O)(=O)c1ccc(O)c(NC(=O)c2ccc([N+](=O)[O-])o2)c1	97	103	1	118	-3	-18	116	115
CC1=NN(C(=O)c2ccccc2Br)C(O)(c2cccnc2)C1 (configuration not stated)	104	109	-2	118	2	20	107	114
Cc1ccc(Cn2nc(C)c(NC(=O)c3noc4c3CCCCC4)c2C)cc1	105	104	-1	106	2	6	107	106
CC1=NNC(=O)C1CCC(=O)N/N=C(/C)c1ccc([N+](=O)[O-])cc1 (configuration not stated)	101	101	14	94	5	-4	101	93
COc1cccc(C(=O)Nc2cccc3cccnc23)c1OC	103	101	34	97	-2	1	91	87
O=C(CCNC(=O)c1ccc(Br)cc1)NC1CCCCCC1	94	93	0	83	-5	-4	91	93
CCN(CC)S(=O)(=O)c1ccc2oc(C(=O)NCCN3CCOCC3)c(C)c2c1	99	110	1	98	-7	-3	101	103
O=C(Nc1ccccc1F)c1ccc(CSc2ncccn2)cc1	91	98	-1	92	-6	-10	92	99
CCCOC(=O)c1ccc(NC(=O)C(=O)NCC2CCCO2)cc1 (configuration not stated)	101	103	0	94	3	7	95	96
O=C(N/N=C/c1ccc(OC(=O)c2ccccc2Cl)cc1)c1ccc(O)cc1	97	92	4	96	2	-3	97	85
O=C(NC1CCN(Cc2ccccc2)CC1)c1c(F)cccc1F	98	98	-1	94	7	-3	91	85
CCN(c1ccccc1)S(=O)(=O)c1cccc(C(=O)N2CCN(S(=O)(=O)c3ccccc3)CC2)c1	102	105	5	103	0	-6	99	104
COc1ccc(-c2cc(-c3ccc(Cl)cc3)c(C#N)c(SCC(=O)O)n2)cc1	101	100	-1	98	15	19	97	89
C[C@@]12C(=O)N(c3ccc(C(F)(F)F)cc3)C(=O)N1[C@@H]1c3ccccc3OC[C@@H]1[C@H]2c1ccccc1	101	90	1	93	-2	4	91	105
Cc1ccc(NC(=O)c2ccc(OCC3CCCO3)cc2)nc1 (configuration not stated)	100	100	6	92	6	-6	107	109
C[C@H]1CN(S(=O)(=O)c2c(F)cccc2F)CCN1S(=O)(=O)c1ccc2c(c1)OCCO2	108	95	-1	95	5	3	91	88
CCN(CC)C(=O)c1oc2ccc(S(=O)(=O)N3CCCCCC3)cc2c1C	93	95	-1	95	1	11	94	93
Cc1nc(C/C(=N\N)c2ccc(O)cc2O)cs1	96	97	8	94	-4	0	96	102
O=C(NCc1cccnc1)c1cccs1	92	114	1	101	3	0	89	103
O=C(CN1CCCCC1)Nc1cc(Cl)ccc1Oc1ccccc1	92	103	0	97	-2	4	106	117
Cc1ccc(OCC(=O)Nc2ccc(N3CCN(C(=O)c4ccco4)CC3)cc2)cc1	106	98	-2	103	-1	-1	91	100
Cc1onc(-c2c(Cl)cccc2Cl)c1NC(=O)NC1CCSC1 (configuration not stated)	99	101	3	97	-4	6	104	112
COCCNc1nc(SCc2ccccc2)nc2sc3c(c12)CCC3	97	102	7	96	-6	-10	102	110
Cc1ccc(NC(=O)CCNS(=O)(=O)c2ccc3c(c2)CCC(=O)N3)cc1	100	101	0	109	9	4	104	101
CCOC(=O)N1CCN(S(=O)(=O)N2CCCC(C(=O)NCc3ccccc3Cl)C2)CC1 (configuration not stated)	94	102	2	99	9	4	88	86

Next section.
SMILES	RPL19A-GFP yeast	MEP2 TOR yeast	AHR act	CIT2-GFP yeast	procasp3 activ	proCasp7 act	AGP1 TOR yeast	LAP4-GFP MLPCN
O=C(CCCn1cnc([N+](=O)[O-])n1)Nc1cc(Cl)ccc1O	97	100	1	100	-2	11	101	101
COc1ccc([C@H]2CC(=O)C=C(c3cccc(Cl)c3)C2)cc1	96	98	2	90	-2	2	87	97
COc1ccccc1NC(C)=[N+](C)CCNS(=O)(=O)c1ccc(Cl)cc1	102	98	19	106	8	1	101	97
O=C(NCc1ccccc1)C(c1ccco1)N(C(=O)c1cnccn1)c1ccc(F)cc1 (configuration not stated)	105	106	11	97	-1	11	106	104
O=C(COc1cc2oc(=O)cc(-c3ccccc3)c2cc1Cl)NCC1CCC(C(=O)O)CC1 (configuration not stated)	101	105	0	102	11	4	104	102
NCCCCCC(=O)Nc1ccncc1	97	100	-3	99	15	3	103	104
CC(=O)c1ccc(NC(=O)N[C@@H](CC(C)C)C(=O)O)cc1	97	98	-2	92	-8	7	87	93
Cn1ccc(NC(=O)Nc2cccc([N+](=O)[O-])c2)n1	97	93	6	99	7	8	104	98
COc1cccc(OC)c1C(=O)Nc1ccc(Br)c(C(=O)c2ccccc2)c1	98	94	5	92	5	10	101	103
CCOc1ccc(-c2c(C(=O)N/N=C(\C)c3ccco3)nnn2-c2nonc2N)cc1	96	95	-1	99	8	2	92	86
Cc1cc(C(=O)Nc2sccc2C(N)=O)c(C)o1	97	96	5	94	6	9	96	107
CCOC(=O)CNC(=O)C(CC(N)=O)NC(=O)OC(C)(C)C (configuration not stated)	96	91	1	96	-2	5	102	88
COc1ccccc1N1CCN(C(=O)CCc2c[nH]c3ccccc23)CC1	96	103	3	99	3	7	103	107
O=C(OC(C(=O)c1c[nH]c2ccccc12)c1ccccc1)c1cnccn1 (configuration not stated)	98	96	11	106	-11	1	99	100
COCCNC(=O)[C@@H]1CCCN1C(=O)C1CCN(S(=O)(=O)c2ccc(C)cc2)CC1	100	100	1	113	1	-14	102	95
S=C(NCCCN1CCOCC1)NC1CCCC1	108	112	-1	100	7	-11	99	96
COc1ccc(C(=O)Nc2ccc(S(=O)(=O)N3CCN(C)CC3)cc2)cc1	105	104	-2	99	4	3	110	104
Oc1ccc(Nc2ccnc3cc(Cl)ccc23)cc1	101	101	4	95	0	-7	95	98
CCSc1nnc(NC(=O)CSc2nncc(=O)n2N)s1	107	98	12	102	0	-4	107	95
CCCCOc1ccc(C(=O)NCc2ccccn2)cc1	89	95	5	100	-4	0	93	95
Cc1cccc(-n2c(-c3csc(C(C)C)c3)n[nH]c2=S)c1	100	102	0	99	-12	-13	x	103
O=C(COC(=O)CCc1c[nH]c2ccccc12)NC1CCS(=O)(=O)C1 (configuration not stated)	99	99	7	94	3	3	99	100
Cn1nnnc1SCC(=O)N1N=C(c2ccc(Cl)cc2)CC1c1ccco1 (configuration not stated)	98	102	-2	98	-10	-16	101	103
CSc1ccc(S(=O)(=O)N(CC(=O)NN=C2CCN(C)CC2)c2ccc(C)cc2)cc1	106	103	4	102	5	-7	102	88
O=C(NCc1ccccn1)c1cccc(S(=O)(=O)N2CCCCC2)c1	96	99	-1	93	11	8	92	94

(cont.)
SMILES	RPL19A-GFP yeast	MEP2 TOR yeast	AHR act	CIT2-GFP yeast	procasp3 activ	proCasp7 act	AGP1 TOR yeast	LAP4-GFP MLPCN
CCCCN1CCN=C1Nc1ccccc1	94	95	14	66	2	2	78	108
CCC(=O)N1CCN=C1SCc1cccc(C(F)(F)F)c1	98	92	0	93	0	10	97	98
N#Cc1cccc(CN2CCC(=O)N(CCO)CC2)c1	94	91	8	64	-4	5	78	105
COc1ccc(NC(=O)c2ccc(CN(c3cc(Cl)ccc3C)S(=O)(=O)c3ccccc3)cc2)cc1OC	101	106	0	105	9	6	100	100
COc1cccc(-c2nnn(CC(=O)N(CC(C)C)C3CCS(=O)(=O)C3)n2)c1 (configuration not stated)	90	94	0	84	6	-6	93	96
Cc1nn(C(C)C(=O)NCCCc2ccccc2)c(=O)c2nn(-c3ccccc3)c(C)c12 (configuration not stated)	104	98	-1	112	-1	-2	108	107
CCN(CC)CCCNC(=O)c1cc2c(-c3ccc(Cl)cc3)nn(C)c2s1	98	103	54*	98	5	0	101	98
COc1ccc(N(CC(=O)O)S(C)(=O)=O)cc1OC	98	92	5	89	8	7	98	97
O=C(COc1ccc2ccc(=O)oc2c1)NCCCn1ccnc1	99	99	4	99	3	6	102	103
CN1CCN(C(CNS(=O)(=O)c2ccc([N+](=O)[O-])cc2)c2ccc(F)cc2)CC1 (configuration not stated)	100	100	-3	101	-3	3	115	115
COC(=O)CNC(=O)CSc1nc2sccc2c(=O)n1-c1ccccc1	103	99	0	105	5	-6	107	112
COCCC(=O)N1CCc2ccc(NC(=O)c3ccc(C(F)(F)F)cc3)cc2C1	99	98	72*	99	5	0	102	91
Cc1cccc(N2CC(C(=O)Nc3nnc(SCC(=O)Nc4cc(C)on4)s3)CC2=O)c1 (configuration not stated)	101	100	2	104	6	1	103	100
COc1ccc2[nH]c(C)c(CCN(Cc3cccs3)C(=S)Nc3ccccc3OC)c2c1	101	105	34	99	-6	3	104	115

Of the compounds above, these contain four or more nitrogen atoms:
SMILES	RPL19A-GFP yeast	MEP2 TOR yeast	AHR act	CIT2-GFP yeast	procasp3 activ	proCasp7 act	AGP1 TOR yeast	LAP4-GFP MLPCN
Cc1ccc(Cn2nc(C)c(NC(=O)c3noc4c3CCCCC4)c2C)cc1	105	104	-1	106	2	6	107	106
CC1=NNC(=O)C1CCC(=O)N/N=C(/C)c1ccc([N+](=O)[O-])cc1 (configuration not stated)	101	101	14	94	5	-4	101	93
CCOC(=O)N1CCN(S(=O)(=O)N2CCCC(C(=O)NCc3ccccc3Cl)C2)CC1 (configuration not stated)	94	102	2	99	9	4	88	86
O=C(CCCn1cnc([N+](=O)[O-])n1)Nc1cc(Cl)ccc1O	97	100	1	100	-2	11	101	101
O=C(NCc1ccccc1)C(c1ccco1)N(C(=O)c1cnccn1)c1ccc(F)cc1 (configuration not stated)	105	106	11	97	-1	11	106	104
Cn1ccc(NC(=O)Nc2cccc([N+](=O)[O-])c2)n1	97	93	6	99	7	8	104	98
CCOc1ccc(-c2c(C(=O)N/N=C(\C)c3ccco3)nnn2-c2nonc2N)cc1	96	95	-1	99	8	2	92	86
CCSc1nnc(NC(=O)CSc2nncc(=O)n2N)s1	107	98	12	102	0	-4	107	95
Cn1nnnc1SCC(=O)N1N=C(c2ccc(Cl)cc2)CC1c1ccco1 (configuration not stated)	98	102	-2	98	-10	-16	101	103
CSc1ccc(S(=O)(=O)N(CC(=O)NN=C2CCN(C)CC2)c2ccc(C)cc2)cc1	106	103	4	102	5	-7	102	88
COc1cccc(-c2nnn(CC(=O)N(CC(C)C)C3CCS(=O)(=O)C3)n2)c1 (configuration not stated)	90	94	0	84	6	-6	93	96
Cc1nn(C(C)C(=O)NCCCc2ccccc2)c(=O)c2nn(-c3ccccc3)c(C)c12 (configuration not stated)	104	98	-1	112	-1	-2	108	107
CCN(CC)CCCNC(=O)c1cc2c(-c3ccc(Cl)cc3)nn(C)c2s1	98	103	54*	98	5	0	101	98
CN1CCN(C(CNS(=O)(=O)c2ccc([N+](=O)[O-])cc2)c2ccc(F)cc2)CC1 (configuration not stated)	100	100	-3	101	-3	3	115	115
Cc1cccc(N2CC(C(=O)Nc3nnc(SCC(=O)Nc4cc(C)on4)s3)CC2=O)c1 (configuration not stated)	101	100	2	104	6	1	103	100
